# Bioassay records deposited in PubChem BioAssay by Sanford-Burnham Center for Chemical Genomics.
# UBC13 inh – human UBC13 polyubiquitination inhibition. 330,000 tested, 0.47% active. inhibition, % at 20 µM. UBC13 polyubiquitin chain formation, TR-FRET. P61088; in the data active = inhibition above about 45%, passing the limit was not always enough
# Target sequence (P61088 whole entry, looked up): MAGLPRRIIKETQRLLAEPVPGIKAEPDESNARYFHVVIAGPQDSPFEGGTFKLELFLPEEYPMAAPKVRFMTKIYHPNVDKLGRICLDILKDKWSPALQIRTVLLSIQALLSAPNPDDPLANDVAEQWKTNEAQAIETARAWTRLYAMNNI
# APJ antagonist – antagonists of human APJ apelin receptor; CHO-K1 APJ beta-arrestin complementation, luminescence; inhibition, % at 20 µM; 330,000 tested, 0.32% active;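 active = inhibition above about 40% at 20 µM, limit read from the data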;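 note: cells challenged with 10 nM apelin-13 agonist together with compound; plate controls were apelin-13 plus DMSO wells for no effect and DMSO wells lacking apelin-13 for full effect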
# CXCR6 block – blocks human CXCR6 beta-arrestin recruitment. CHO-K1 PathHunter CXCR6 beta-arrestin, luminescence. inhibition, % at 20 µM. 360,000 tested, 0.36% active. AID 602244; in the data active = inhibition above about 34%, passing the limit was not always enough;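 note: antagonist mode with CXCL16 agonist at 10 nM final; 0% = 10 nM CXCL16 with DMSO and 100% = unstimulated wells without agonist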
# APJ agonist – APJ receptor agonism | AID 2520 | CHO-K1 APJ PathHunter beta-arrestin, luminescence; 0% DMSO wells, 100% apelin | activation, % at 20 µM | 330,000 tested, 0.11% active | P35414;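 active = activation more than six SD over the plate average, tested at 20 µM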;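 note: 0% = DMSO alone and 100% = apelin-13 at 10 nM; some results filed as inactive read as strong as hits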
#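 Assay system: engineered CHO-K1 APJ arrestin reporter cells; Amount: 1000 CHO-K1 reporter cells seeded per well; Dosing: one dose, 20 µM compound, 1% DMSO; Times: compound stimulation 90 min at 25 °C, detection 60 min; Measured by: luminescent beta-gal fragment complementation, chemiluminescent substrate; Read-out: APJ–arrestin association signal; Controls: DMSO vs Apelin-13 10 nM.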
# Gli-Sufu antag – blocks Gli-Sufu signaling in a luciferase reporter | 340,000 tested, 0.74% active | AID 588413 | inhibition, % at 5 µM | Sufu-KO-LIGHT fibroblasts, Gli luciferase reporter luminescence;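 active = inhibition above about 55%, limit read from the data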;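 note: 0% = DMSO-treated cells and 100% = wells with medium but no cells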
# CCR6 antag – blocks CCL20-driven beta-arrestin recruitment at human CCR6 | CHO-K1 CCR6 PathHunter beta-arrestin, luminescence, CCL20-stimulated | inhibition, % at 20 µM | 340,000 tested, 0.49% active | AID 493098;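 active = compounds whose inhibition of the agonist-driven luminescence signal at 20 µM reaches about 50%, limit read from the data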;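 note: cells stimulated with CCL20 at 14 nM final; plate controls were DMSO with CCL20 for no effect and DMSO without agonist for full effect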
# Target sequence (P51684 whole entry, looked up): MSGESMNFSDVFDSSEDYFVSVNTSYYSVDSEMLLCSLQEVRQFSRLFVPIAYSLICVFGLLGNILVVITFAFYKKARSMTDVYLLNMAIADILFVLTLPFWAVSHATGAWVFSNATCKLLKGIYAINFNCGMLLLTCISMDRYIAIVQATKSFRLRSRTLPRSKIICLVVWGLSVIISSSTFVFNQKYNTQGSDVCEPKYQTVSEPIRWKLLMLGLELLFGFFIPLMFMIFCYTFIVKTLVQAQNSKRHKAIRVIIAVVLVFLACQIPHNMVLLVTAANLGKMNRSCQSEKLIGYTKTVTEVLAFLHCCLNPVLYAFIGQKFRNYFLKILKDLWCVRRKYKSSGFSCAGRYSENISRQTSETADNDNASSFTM
# EBI2 block – antagonists of human EBI2 receptor. P32249. EBI2 beta-arrestin recruitment, luminescence, 7a,25-OHC stimulated. inhibition, % at 5 µM. 360,000 tested, 0.81% active. AID 651636; in the data active = inhibition above about 38%;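 note: enzyme fragment complementation signal reports receptor beta-arrestin coupling in cells; 0% = agonist plus DMSO wells and 100% = wells without agonist; some results beyond the cut were filed as inactive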
# ATG4B inhibitor – blocks human ATG4B protease cleavage of LC3 substrate; Q9Y4P1; ATG4B cleavage of LC3-PLA2, NBD-HPC fluorescence, 1 h; inhibition, % at 8.33 µM; 340,000 tested, 0.51% active; AID 504462; in the data active = inhibition above about 40%
# Active calls of the source: *; . = no result given.
no. | SMILES | UBC13 inh | APJ antagonist | CXCR6 block | APJ agonist | Gli-Sufu antag | CCR6 antag | EBI2 block | ATG4B inhibitor
1 | Cc1ccc(-c2nn3c(C)nnc3c3ccccc23)cc1S(=O)(=O)NCCO | 4 | 8 | -1 | -3 | 3 | 12 | -2 | -11
2 | c1cnc(N2CCN(Cc3ccc4c(c3)OCO4)CC2)cn1 | -6 | -2 | 6 | -1 | -19 | 1 | 4 | -3
3 | COc1ccccc1N(CCC#N)C(=O)COC(=O)CCC(=O)c1ccc(F)cc1 | -12 | 1 | 0 | -2 | -21 | 18 | 5 | 7
4 | N#CCSc1ccsc1C(=O)Nc1ccc(F)cc1 | -6 | 7 | -1 | 2 | -13 | -2 | -4 | 5
5 | CN(CC(=O)Nc1ccc(Cl)c(C(F)(F)F)c1)C(=O)CCC(=O)c1ccccc1 | 1 | 9 | -9 | -1 | 7 | 16 | -10 | -33
6 | CCCc1[nH]nc2c1C1(C(=O)N(CC)c3ccccc31)C(C#N)=C(N)O2 (centres undefined) | -7 | 19 | -3 | -4 | -2 | -11 | 2 | -7
7 | CCc1ccc(C2C(C(C)=O)=C(C(=O)OC)Nc3nnnn32)cc1 (centres undefined) | -5 | 2 | -3 | 7 | 7 | 15 | 1 | 7
8 | CC(NC(=O)c1cc2c(=O)n(C)c3ccccc3c2n1C)c1ccc2c(c1)OCCO2 (centres undefined) | 15 | -43 | 2 | -2 | 14 | 7 | -12 | -13
9 | COc1cccc(NC(=O)[C@@H]2CCCN2S(=O)(=O)c2cccc3cccnc23)c1 | -7 | 10 | -5 | 5 | 11 | 11 | 11 | 1
10 | CC(NC(=O)COC(=O)c1cc([N+](=O)[O-])ccc1N1CCOCC1)c1ccccc1 (centres undefined) | 2 | 9 | 14 | 2 | 14 | 6 | 0 | -5
11 | COC(=O)c1sc(S(=O)(=O)N2CC(C)OC(C)C2)c(C(=O)OC)c1C (centres undefined) | -14 | 9 | 9 | -3 | 4 | 8 | -7 | -5
12 | O=c1[nH]cnc2scc(-c3cccs3)c12 | 10 | -2 | -21 | 1 | 0 | 5 | 1 | -9
13 | O=C(/C=C/c1ccc(Br)o1)NCc1ccccc1 | 5 | -4 | 5 | -1 | -5 | -1 | -7 | 5
14 | O=C(O)CCCCCN1C(=O)/C(=C\c2cn(-c3ccccc3)nc2-c2cccs2)SC1=S | -11 | 17 | 4 | -1 | 5 | 16 | 27 | 3
15 | CC1(C)N=C(N)NC(Nc2ccc(Cl)cc2)=N1 | . | . | -3 | . | 7 | -6 | -7 | -6

# Additional compounds follow.
no. | SMILES | UBC13 inh | APJ antagonist | CXCR6 block | APJ agonist | Gli-Sufu antag | CCR6 antag | EBI2 block | ATG4B inhibitor
16 | COc1cc(C(=O)OCC(=O)N(CC(C)C)C2CCS(=O)(=O)C2)cc(OC)c1C (centres undefined) | -4 | 5 | -2 | -1 | 9 | 3 | 4 | 2
17 | CCN(CCCNC(=O)CC1Oc2ccc(C)cc2NC1=O)Cc1ccccc1 (centres undefined) | 10 | 17 | -1 | -3 | 15 | 7 | -9 | 1
18 | COc1ccccc1OCCCOc1c(Cl)cc(C)cc1Cl | 18 | 4 | -10 | -2 | -7 | 18 | 6 | 3
19 | COc1ccc(S(=O)(=O)n2nc(C)c(S(=O)(=O)N3CCOCC3)c2C)cc1 | 6 | -5 | 1 | -2 | -1 | -17 | -6 | -2
20 | Cc1ccccc1CC(=O)NCC1CCCCC1 | 4 | 15 | 4 | 0 | 3 | -1 | 2 | -4
21 | COC(=O)c1ccc(OC(=O)CCN2C(=O)C3CCCCC3C2=O)cc1 (centres undefined) | -4 | -18 | 5 | -3 | 6 | -4 | 4 | 7
22 | CCCCCn1c(CN2CCN(C)CC2)nc2c1c(=O)n(C)c(=O)n2C | -3 | 4 | 7 | -4 | 15 | 8 | -6 | -10
23 | O=C(COc1ccccc1)Nc1ccccc1N1CCN(c2ccc(F)cc2)CC1 | 2 | 13 | 12 | -1 | 25 | 3 | 18 | 7
24 | CCCCNC(=O)C1(O)c2cc(Br)ccc2NC(=O)N1c1cccc(OC)c1 (centres undefined) | -3 | -16 | 3 | -1 | 17 | -3 | 2 | 5
25 | CCOC(=O)C1CCN(C(=S)Nc2ccc(CC)cc2)CC1 | 5 | -13 | 4 | -1 | 3 | 3 | 14 | 8
26 | O=[N+]([O-])c1ccc(-c2c(O)c3ccccc3c3nc4ccccc4nc23)cc1 | -64 | 37 | 40 | -8 | 12 | 76* | 12 | -2
27 | O=C(Nc1ccc(S(=O)(=O)N2CCCC2)cc1)c1c(F)cccc1F | 5 | -1 | -6 | 7 | -7 | -2 | 0 | 2
28 | CCOCCCNC(=O)C1CCN(Cc2cccc(OCc3ccccc3)c2)CC1 | -7 | 0 | -3 | 1 | 5 | 1 | 6 | 5
29 | Cc1cc(C)c2c(c1)C1C=CCC1C(c1ccc(S(=O)(=O)N3CCOCC3)cc1)N2 (centres undefined) | -1 | 5 | -2 | 1 | -4 | -3 | -19 | 0
30 | Cc1nn(Cc2ccccc2Cl)c(C)c1NC(=O)C1C2CCC(O2)C1C(=O)O (centres undefined) | . | . | 3 | . | -7 | 5 | -10 | -1

# Reprinted, nos. 16 to 17
no. | SMILES | UBC13 inh | APJ antagonist | CXCR6 block | APJ agonist | Gli-Sufu antag | CCR6 antag | EBI2 block | ATG4B inhibitor
16 | COc1cc(C(=O)OCC(=O)N(CC(C)C)C2CCS(=O)(=O)C2)cc(OC)c1C (centres undefined) | -4 | 5 | -2 | -1 | 9 | 3 | 4 | 2
17 | CCN(CCCNC(=O)CC1Oc2ccc(C)cc2NC1=O)Cc1ccccc1 (centres undefined) | 10 | 17 | -1 | -3 | 15 | 7 | -9 | 1

# As entered above.
# ATG4B inhibitor, `CCCCNC(=O)C1(O)c2cc(Br)ccc2NC(=O)N1c1cccc(OC)c1` (centres undefined) is entered as 5
# CCR6 antag, `CCOCCCNC(=O)C1CCN(Cc2cccc(OCc3ccccc3)c2)CC1` is entered as 1
# APJ antagonist, `O=C(Nc1ccc(S(=O)(=O)N2CCCC2)cc1)c1c(F)cccc1F` is entered as -1
# UBC13 inh, `CCCCCn1c(CN2CCN(C)CC2)nc2c1c(=O)n(C)c(=O)n2C` is entered as -3
# Gli-Sufu antag, `CCOC(=O)C1CCN(C(=S)Nc2ccc(CC)cc2)CC1` is entered as 3
# APJ antagonist, `O=[N+]([O-])c1ccc(-c2c(O)c3ccccc3c3nc4ccccc4nc23)cc1` is entered as 37
# CCR6 antag, `COc1ccc(S(=O)(=O)n2nc(C)c(S(=O)(=O)N3CCOCC3)c2C)cc1` is entered as -17
